Source: PubChem BioAssay
SENP8 block-1 – SENP8 (human) protease inhibition; inhibition, % at 20 µM; 360,000 compounds, 0.64% hits; AID 602440; recombinant SENP8, Nedd8 substrate fluorescence; in the data active = inhibition mostly above about 40%, no sharp cut-off; inactive = mostly below about 27%
PfGluPho inh – PfG6PD (Plasmodium falciparum) enzyme inhibition; PfGluPho enzyme, NADPH resazurin-diaphorase fluorescence; inhibition, % at 20 µM; 350,000 compounds, 0.78% hits;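 active = inhibition reaching at least a set limit at 20 µM in the primary screen, cut at about 59% in these data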;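 note: 0% = DMSO wells with substrate and 100% = DMSO wells lacking glucose-6-phosphate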
SENP6 inh – inhibitors of human SENP6 protease. inhibition, % at 10 µM. AID 2599. Recombinant SENP6 catalytic domain, aminoluciferin luminescence. Q9GZR1. 330,000 compounds, 1.8% hits;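 active = inhibition above about 50% at the single tested dose, limit read from the data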;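 note: plate controls were DMSO wells with enzyme for no effect and DMSO wells lacking enzyme for full effect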
Target sequence (Q9GZR1 628-1112 limits assumed): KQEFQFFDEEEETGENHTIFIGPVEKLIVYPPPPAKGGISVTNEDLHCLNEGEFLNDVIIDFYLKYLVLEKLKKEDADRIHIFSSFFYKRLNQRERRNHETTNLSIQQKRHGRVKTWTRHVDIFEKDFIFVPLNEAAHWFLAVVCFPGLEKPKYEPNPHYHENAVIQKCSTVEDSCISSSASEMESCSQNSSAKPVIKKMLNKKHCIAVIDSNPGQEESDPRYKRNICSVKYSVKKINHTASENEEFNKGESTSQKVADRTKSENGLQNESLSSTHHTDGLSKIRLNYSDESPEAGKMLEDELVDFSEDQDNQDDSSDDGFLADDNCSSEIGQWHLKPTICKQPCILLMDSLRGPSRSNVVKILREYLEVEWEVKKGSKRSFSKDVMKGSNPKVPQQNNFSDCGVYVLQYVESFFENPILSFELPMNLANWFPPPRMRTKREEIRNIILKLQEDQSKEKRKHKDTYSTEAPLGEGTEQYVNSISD
SENP1 inh – blocks the human SENP1 SUMO protease catalytic domain; recombinant SENP1 catalytic domain, CyPet-SUMO1-YPet FRET cleavage; 360,000 compounds, 0.21% hits; inhibition, % at 10 µM; AID 624204; Q9P0U3;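 active = inhibition at least 30% at 10 µM, raw YFP signal under a set limit, fluorescence ratio 0.5 to 1.5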;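 note: 0% = enzyme with DMSO and 100% = no enzyme wells; some results filed as inactive read as strong as hits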
Target sequence (Q9P0U3 419-644 limits assumed): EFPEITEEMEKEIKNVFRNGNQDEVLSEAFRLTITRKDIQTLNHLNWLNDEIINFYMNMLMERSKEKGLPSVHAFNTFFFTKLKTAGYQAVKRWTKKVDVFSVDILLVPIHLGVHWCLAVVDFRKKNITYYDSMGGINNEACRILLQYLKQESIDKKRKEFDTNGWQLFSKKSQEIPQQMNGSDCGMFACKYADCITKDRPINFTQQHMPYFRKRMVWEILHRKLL
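material = recombinant human SENP1 catalytic domain, His6-tagged | quantity = 20 pM enzyme | reagent = 25 nM SUMO1 FRET substrate | compound dosing = 10 µM single point, 0.5% DMSO | timing = 50 min enzyme reaction, room temperature, light-protected | detection = FRET, CFP and YFP emission | control set = no-enzyme low, enzyme-DMSO high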
SENP8 block-2 – blocks the human protease SENP8 | purified SENP8, Z-RLRGG-aminoluciferin cleavage, luminescence | inhibition, % at 10 µM | 330,000 compounds, 1.2% hits | AID 2540; in the data active = inhibition above about 50%
beta cell repl – inducers of beta-cell replication in MIN6 cells | proliferation, % at 10 µM | AID 2380 | MIN6 cells proliferation, ATPlite luminescence, 48 h; cells starved in 0.2% serum; 100% = growth in 10% serum | 330,000 compounds, 0.29% hits;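 active = compounds whose signal lies at least 3.5 SD above the mean of all wells on their plate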;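 note: 0% = DMSO-treated cells in low-serum medium and 100% = 10% serum control; some compounds called inactive have numbers as strong as hits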
SENP7 inh – blocks the human protease SENP7. recombinant SENP7, Z-RLRGG-aminoluciferin luminescence, 40 min. inhibition, % at 5 µM. Q9BQF6. 330,000 compounds, 1.5% hits. AID 434973;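 active = inhibition above about 50% at the single test dose, limit read from the data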;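 note: plate controls were DMSO with enzyme for no effect and no enzyme buffer wells for full effect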
UBC13 inh – human UBC13 polyubiquitination inhibition; P61088; 330,000 compounds, 0.47% hits; inhibition, % at 20 µM; UBC13 polyubiquitin chain formation, TR-FRET; AID 485273; in the data active = inhibition above about 45%, passing the limit was not always enough
Target sequence (P61088 whole entry, looked up): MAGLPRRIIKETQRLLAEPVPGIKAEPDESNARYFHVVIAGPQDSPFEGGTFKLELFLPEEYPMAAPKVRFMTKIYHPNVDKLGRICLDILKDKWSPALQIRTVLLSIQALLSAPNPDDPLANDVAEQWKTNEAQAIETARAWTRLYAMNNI
HKDC1 inh – HKDC1 (human) hexokinase inhibition; Q2TB90; recombinant HKDC1, G6PDH/diaphorase resazurin coupled fluorescence; inhibition, % at 20 µM; 340,000 compounds, 0.16% hits; AID 493160;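 active = inhibition above about 35% when tested at 20 µM, limit read from the data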;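 note: plate controls were DMSO wells with enzyme for no effect and DMSO wells lacking enzyme for full effect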
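Test system: HK5 enzyme. Quantity: 5 µg/mL HK5 final. Reagent: glucose and ATP substrates. Schedule: 90 min reaction incubation at room temperature, dark. Technique: resazurin-to-resorufin fluorescence via G6PDH and diaphorase coupling, 525/613 nm. Control set: DMSO wells with and without enzyme mix.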
The depositor's hits bear a star; nt = not tested or not shown.

SMILES | SENP8 block-1 | PfGluPho inh | SENP6 inh | SENP1 inh | SENP8 block-2 | beta cell repl | SENP7 inh | UBC13 inh | HKDC1 inh
CCc1ccc(NC(=O)C/C(C)=N/NC(=O)OCc2ccc(OC)cc2)cc1 | 13 | 18 | 4 | 3 | -2 | -1 | 0 | 22 | -2
O=C(/C=C/c1ccc(OCCCF)cc1)N1CCOCC1 | 18 | 7 | 0 | 0 | -2 | -2 | -3 | 4 | -3
COc1ccccc1/C=N/NC(=O)CNC(=O)c1ccc(S(=O)(=O)N2CCCC2)cc1 | 6 | 7 | -2 | -1 | -8 | -2 | -2 | -14 | -1
CCCCCC(=O)NC(=S)Nc1ccc(N2CCCCC2)c(Cl)c1 | 23 | -18 | -5 | 0 | 5 | -1 | 0 | 5 | -5
CC(C)=CCC/C(C)=C/CNC(=O)C[C@H]1C[C@H](C(=O)N(C(C)C)C(C)C)[C@@]2(C)c3[nH]c4cc(CCC(=O)N(C)C)ccc4c3CCN2C1=O | 15 | 14 | nt | -4 | nt | nt | 6 | nt | 20
COc1ccc(C)cc1C(=O)C1CC(C(=O)O)C(C)(C)C1C (stereo not given) | 13 | -5 | 12 | -2 | -1 | -2 | 4 | 7 | -4
CC(C)COC(=O)Nc1ccc(C(=O)O)cc1 | 0 | -19 | -8 | 2 | -17 | -2 | 1 | -17 | -9
CC(C)Oc1ccc(-c2nc(NCC3CCCO3)c3ccccc3n2)cc1 (stereo not given) | -47 | 30 | -39 | -2 | -5 | -4 | -14 | 12 | -1
COc1ccccc1N1CCN(CCc2n[nH]c(=S)n2-c2ccccc2)CC1 | 16 | 26 | -3 | 0 | 5 | -2 | 2 | 6 | -13
Cc1cc(-n2c(C)cc(C(=O)CN3C(=O)NC4(CCCCC4C)C3=O)c2C)no1 (stereo not given) | 5 | 5 | -2 | -5 | 3 | -3 | 0 | -3 | 9
COc1ccc(S(=O)(=O)N2CCC(n3cnc4cc(C(F)(F)F)ccc43)CC2)cc1 | 6 | -2 | 9 | 0 | 0 | 1 | 7 | -3 | 5
COc1cccc(-c2nc(CS(=O)CC(=O)NCCCOC(C)C)c(C)o2)c1 (stereo not given) | 0 | 3 | 20 | 0 | 2 | 0 | 6 | -6 | -1
Cc1ccccc1C(=O)NC=C1C(=O)OC(C)(C)OC1=O | 10 | 0 | 1 | -1 | -7 | -3 | -2 | 3 | -3
COc1ccc(OC)c(S(=O)(=O)N2CCN(CC(O)COc3ccccc3)CC2)c1 (stereo not given) | 4 | -12 | 22 | 1 | -4 | -1 | -4 | -3 | -1
COc1ccc(CCNC(=O)CN2C(=O)NC(CCSC)C2=O)cc1 (stereo not given) | 11 | -5 | -11 | 2 | -13 | 1 | -1 | -10 | 3
CCCS(=O)(=O)N1CCCC(C(=O)NCCc2ccc(OC)c(OC)c2)C1 (stereo not given) | 21 | -6 | -12 | -1 | -4 | 2 | 1 | 0 | -2
O=C(NC1(C(F)(F)F)NC(=O)N(C2CCCCC2)C1=O)c1ccco1 (stereo not given) | 10 | -9 | -9 | 1 | -6 | 1 | -2 | -6 | 13
O=C(CCc1nc2sc3c(c2c(=O)[nH]1)CCCC3)Nc1ccccc1Cl | -30 | -9 | 1 | -16 | 3 | 1 | 3 | 4 | 5
Cc1cc(C)c(S(C)(=O)=O)c(S(=O)c2ccc(Cl)cc2)n1 (stereo not given) | 12 | -11 | -10 | 2 | 5 | -1 | 4 | 1 | -6
COC(=O)C(C)Sc1nnc(Cc2cc(=O)[nH]c(=O)[nH]2)n1-c1ccc(Cl)cc1 (stereo not given) | 1 | nt | 13 | 20 | 8 | -3 | 0 | 3 | nt
CC[C@@H]1C=C(C(=O)O)[C@H](c2ccc(C)cc2)N1S(=O)(=O)c1ccc(C)cc1 | -2 | -8 | -21 | 0 | 3 | -1 | -1 | 16 | -4
CC(C(=O)N1CCc2ccccc21)N1CCN(S(=O)(=O)c2ccc3c(c2)OCCCO3)CC1 (stereo not given) | -7 | 8 | nt | 2 | nt | nt | nt | nt | 0
O=C(c1ccco1)N1CCN(C(=S)Nc2cc(F)cc(F)c2)CC1 | 0 | 9 | -16 | 1 | 3 | -2 | -2 | -5 | -7
O=C(COc1ccccc1)Nc1nnc(COc2ccccc2)s1 | -4 | -8 | -12 | -1 | 0 | -4 | 0 | -3 | -5
O=C(Nc1cccc(Cl)c1)C1CCCN(S(=O)(=O)c2cnc[nH]2)C1 (stereo not given) | 8 | 4 | -3 | 2 | -7 | -3 | -10 | 3 | -6
CCOc1ccc(NCCC(=O)c2ccc3c(c2)OCO3)cc1 | 37* | 21 | 4 | -16 | -1 | -4 | -6 | -4 | -1
O=C(c1cccc(S(=O)(=O)N2CCCC2)c1)N1CCCc2ccccc21 | 2 | -8 | -8 | 0 | -1 | -2 | -5 | 3 | 1
Nc1ccc(S(=O)(=O)NC2(C(F)(F)F)NC(=O)N(c3ccccc3Cl)C2=O)cc1 (stereo not given) | 22 | -5 | 2 | 0 | 1 | 0 | 2 | -6 | -6
Cc1sc2ncnc(N/N=C/c3ccccc3O)c2c1C | 3 | -2 | nt | 5 | nt | nt | nt | nt | 9
C[C@H](NC(=O)N1CCn2c1nc1ccccc12)C(=O)NCc1ccccc1 | 7 | 4 | 4 | 0 | -12 | 0 | -2 | 7 | -5

Three entries drawn at random from those above, as already listed:
SMILES | SENP8 block-1 | PfGluPho inh | SENP6 inh | SENP1 inh | SENP8 block-2 | beta cell repl | SENP7 inh | UBC13 inh | HKDC1 inh
C[C@H](NC(=O)N1CCn2c1nc1ccccc12)C(=O)NCc1ccccc1 | 7 | 4 | 4 | 0 | -12 | 0 | -2 | 7 | -5
O=C(Nc1cccc(Cl)c1)C1CCCN(S(=O)(=O)c2cnc[nH]2)C1 (stereo not given) | 8 | 4 | -3 | 2 | -7 | -3 | -10 | 3 | -6
CC(C(=O)N1CCc2ccccc21)N1CCN(S(=O)(=O)c2ccc3c(c2)OCCCO3)CC1 (stereo not given) | -7 | 8 | nt | 2 | nt | nt | nt | nt | 0

Next part
SMILES | SENP8 block-1 | PfGluPho inh | SENP6 inh | SENP1 inh | SENP8 block-2 | beta cell repl | SENP7 inh | UBC13 inh | HKDC1 inh
CSc1nnnn1CCn1nnnc1SC | 19 | -23 | -6 | 1 | -4 | 2 | -4 | -7 | 0
C[C@H]1COC(=O)[C@H](CC(=O)OC(C)(C)C)C/C=C\C[C@@H](CC(=O)N(CCO)Cc2ccccc2)C(=O)N1 | 6 | -1 | 2 | 1 | 8 | -2 | 6 | 2 | -5
COc1ccc(C(=O)NCc2nnc(SCC(=O)N3CCOCC3)o2)cc1OC | 2 | 3 | 3 | 2 | 12 | -2 | -3 | -1 | -2
CCOC(=O)CNC(=O)CCc1nnc2ccc(N3CCC(C)CC3)nn12 | 6 | 3 | -7 | -1 | 6 | -1 | -5 | 3 | -1
CCN(CC)CCNC(=O)c1cc2cc(Br)ccc2s1 | 18 | 4 | -17 | 2 | 1 | -1 | 2 | 0 | -8
CCOC(=O)C1CCN(C(=O)CCCn2nc(C)c3c(C)n(-c4ccc(C)cc4)nc3c2=O)CC1 | 17 | 9 | 5 | 2 | 6 | -3 | 3 | -6 | -3
CN(C)S(=O)(=O)c1cccc(C(=O)N(Cc2ccc(F)cc2)Cc2ccco2)c1 | 34 | -22 | -7 | 1 | -5 | 3 | -1 | 1 | -9
CCOC(=O)C1CCN(c2cc(=O)n(-c3ccc(OC)cc3)c(=O)[nH]2)CC1 | 9 | -7 | 2 | 2 | 3 | 0 | -10 | -3 | 0
CCCn1c(C)cc(C(=O)COC(=O)c2ccc[nH]c2=O)c1C | 2 | -14 | 1 | 0 | -1 | -5 | -6 | -10 | 1
CC(C)CC(NC(=O)C1CCC(C)CC1)C(=O)NCCN1CCOCC1 (stereo not given) | 4 | -15 | -1 | -1 | 2 | 0 | 5 | 5 | -1
CCCc1cc(=O)oc2cc(OC(C)C(=O)NC3CC(C)(C)NC(C)(C)C3)ccc12 (stereo not given) | -167 | -6 | -13 | 1 | -10 | 0 | -4 | 11 | -3
CCCOCC(O)CC(CC)C(=O)NNC(=S)Nc1ccccc1 (stereo not given) | -6 | -7 | -17 | 5 | -1 | -1 | -5 | 1 | -4
OCCc1ccc(O)cc1 | -17 | -4 | 15 | 3 | -1 | -2 | 3 | 1 | -7
Cc1cc(C)c(C)c(C(=O)C(=O)c2ccccc2)c1 | 2 | -10 | nt | 1 | nt | nt | nt | nt | 1
CCOC(=O)c1cc(CC)sc1NC(=O)C(c1ccccc1)c1ccccc1 | 5 | -1 | 2 | -1 | 4 | -6 | 6 | -1 | 0
NC(=O)COC(=O)c1ccc(Oc2ccccc2)cc1 | 11 | 0 | 2 | 1 | 0 | -3 | 6 | 2 | -5
C[C@@H](NC(=O)c1[nH]cnc1C(=O)Nc1ccc(Cl)cc1)c1ccccc1 | 9 | 14 | -14 | 0 | -11 | -7 | 2 | -8 | -1
COc1ccc(/C(N)=N/OC(=O)C2CCC(=O)N2S(=O)(=O)c2ccc(C)cc2)cc1 (stereo not given) | 1 | -15 | -6 | 3 | 0 | -1 | 0 | 3 | 9
CCN=C1S/C(=C\c2cc(OCC)c(O)cc2Br)C(=O)N1CC | -138 | -4 | nt | -26 | nt | nt | nt | nt | 4
C=CCOc1ccc(S(C)(=O)=O)cc1 | 12 | -17 | -21 | 1 | -8 | -1 | 2 | -1 | 0
COc1ccc(C2CC(c3ccc(Br)cc3)=NN2C(=O)c2cccnc2)cc1 (stereo not given) | 15 | 13 | -6 | 2 | 8 | -3 | 5 | 5 | 8
CCOC(=O)/C(N=Nc1ccc(F)cc1)=C(/O)c1ccc([N+](=O)[O-])cc1 | 43* | -2 | -1 | -2 | 5 | 0 | 9 | -8 | -6
COc1ccc(OCc2cc(C(=O)NCCN3CCCc4ccccc43)no2)c(Cl)c1 | -44 | 17 | 4 | -62 | 4 | -6 | 0 | 4 | 0
Cc1cccc(N2C(=O)C3C4CC(C(Br)C4Br)C3C2=O)n1 (stereo not given) | 18 | 0 | -7 | 3 | -2 | 4 | 6 | 8 | -3
N/C(=N\OC(=O)/C=C/c1ccc(Br)cc1)c1ccccn1 | 10 | 3 | 57* | 2 | 0 | -3 | 53* | -6 | 10
CN(C)/N=C/C=C1\CCC/C(=C/c2cccs2)C1=O | 8 | -1 | 2 | 34 | -6 | -6 | 6 | -34 | 22
CCOC(=O)C1CCCN(C(=O)CNC(=O)c2ccc(Br)o2)C1 (stereo not given) | 9 | 2 | -24 | 0 | -11 | 0 | -1 | -6 | 4
CC1CC(C)(C)NCc2ccccc21 (stereo not given) | 23 | -7 | -10 | 2 | -1 | -3 | -5 | 2 | -2
O=C1CC(C(=O)N2CCN(Cc3ccccc3)CC2)CN1Cc1ccccc1 (stereo not given) | 12 | -11 | -10 | 2 | -7 | 7 | 0 | 0 | -1
CC(=O)N(CC1CCCO1)c1nnc(-c2cnccn2)s1 (stereo not given) | -88 | -20 | -7 | 3 | -6 | -1 | -5 | -3 | 2
CCN(C(=O)COC(=O)c1cc(S(=O)(=O)Nc2c(C)n(C)n(-c3ccccc3)c2=O)ccc1Cl)C1CCCCC1 | 5 | -15 | -16 | 1 | 1 | 1 | 2 | -9 | 1
